# High-throughput results as filed in PubChem.
# TNAP pNPP inh – human TNAP enzyme inhibitors, primary screen, biochemical, colorimetric, p-nitrophenol readout | Alkaline phosphatase, tissue-nonspecific isozyme (Homo sapiens), P05186 | purified TNAP, pNPP hydrolysis, absorbance 405 nm | inhibition, % at 20 µM | 21,000 tested, under 10 active | AID 615, 2007;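 also: 0% = DMSO only wells and 100% = 1 mM levamisole wells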
# Target sequence (P05186 whole entry, looked up): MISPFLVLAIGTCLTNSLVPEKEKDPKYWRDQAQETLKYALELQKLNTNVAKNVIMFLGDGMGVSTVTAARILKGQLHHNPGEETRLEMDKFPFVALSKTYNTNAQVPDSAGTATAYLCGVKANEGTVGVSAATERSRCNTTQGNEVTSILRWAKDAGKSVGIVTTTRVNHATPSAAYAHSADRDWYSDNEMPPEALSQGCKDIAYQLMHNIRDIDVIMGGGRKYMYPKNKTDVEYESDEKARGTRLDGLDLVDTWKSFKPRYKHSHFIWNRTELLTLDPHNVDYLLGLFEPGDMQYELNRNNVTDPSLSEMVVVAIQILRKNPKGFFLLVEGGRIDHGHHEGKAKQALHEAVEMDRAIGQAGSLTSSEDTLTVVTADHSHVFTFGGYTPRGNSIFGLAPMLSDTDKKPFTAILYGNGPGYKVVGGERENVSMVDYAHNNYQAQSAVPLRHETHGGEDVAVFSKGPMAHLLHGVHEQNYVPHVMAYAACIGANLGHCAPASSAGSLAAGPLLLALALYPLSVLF
# TNAP Pi inh – human TNAP enzyme inhibitors, primary screen, biochemical, colorimetric, phosphate release readout. inhibition, % at 20 µM. 21,000 tested, under 10 active. purified TNAP, pNPP, malachite green phosphate absorbance. Alkaline phosphatase, tissue-nonspecific isozyme (Homo sapiens), P05186
# The depositor's hits bear a star.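 The calls were made as follows: active = inhibition above 50% at the 20 µM single-dose screen; inactive = the rest.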
Structure	TNAP pNPP inh	TNAP Pi inh
COC(=O)c1[nH]c2cc(OC)ccc2c1N	4.2	3.8
CCc1c(O)nc(SCC(=O)N2CCOCC2)n(-c2ccccc2)c1=O	-28.7	-62.9
CCN(CC)/C(=N/O)NC(=O)NS(=O)(=O)c1ccc(C)cc1	5.0	7.2
CCCn1c(SCC(=O)c2cc(OC)ccc2OC)nnc1C(C)C	0.0	0.0
COCC(C)n1c(SCC(=O)N2CCCCC2)nc2ccccc2c1=O (centres undefined)	4.7	20.7
O=C(CSc1nc(-c2ccccc2)c(-c2ccccc2)o1)N1CCOCC1	8.2	11.4
CC(=O)c1c(C)n([O-])c2ccc(C)cc2[n+]1=O	2.8	3.5
CCCCOc1ccc(C2CC(=O)NC2=O)cc1 (centres undefined)	5.1	9.1
N=c1c2c3c(sc2nc2n1CCC2)CCCC3	-0.7	6.3
CCC(C)[C@H](NC(=O)NCc1ccccc1Cl)C(=O)OC (some centres undefined)	-10.5	-0.7
COCCNC(=O)c1cc2cc(Br)cc(OC)c2oc1=O	3.2	15.0
CCN(CC)CCN1C(=O)C(=O)/C(=C(/O)c2ccc(OC)c(OC)c2)C1c1ccccn1 (centres undefined)	-8.8	-2.6
COC(=O)COc1ccc(NC(=O)C2CCCO2)cc1 (centres undefined)	5.2	-11.5
Cc1ccc2[nH]c(C(=O)O)c(-c3ccccc3)c2c1	1.5	-18.7
COCCn1nnnc1C(c1ccccc1Cl)N1CCN(c2ccccc2OC)CC1 (centres undefined)	5.4	8.5
O=C(NCc1ccccc1)C1C(=O)N(Cc2ccccc2)C(=O)C1C1(O)CCCC1 (centres undefined)	-5.6	-14.1
CC(C)[N+](C)(CCOC(=O)C1c2ccccc2Oc2ccccc21)C(C)C	5.4	9.7
CCC(=O)N1CCN(c2ccccc2NC(=O)COc2ccccc2Cl)CC1	-3.5	1.6
O=C1CCC(=O)N1CN(Cc1ccco1)CN1C(=O)CCC1=O	4.4	8.0
Cc1nnc(SCc2ccc(CC(=O)O)cc2)o1	-0.3	5.0
C=C(C)CSc1nnc(-c2ccccc2)n1N	-5.8	4.0
CCCCSc1nnc2n(CCc3ccccc3)c(=O)c3c4c(sc3n12)COC(C)(C)C4	4.6	9.1
O=C1N=C(c2ccccc2)C(c2ccccc2)N1 (centres undefined)	5.0	8.2
N#C/C(Cn1c[n+](NC(=O)Nc2ccccc2)cn1)=N/O	7.1	9.7
CCN1c2ccccc2NC2N=C(OC)C(c3ccccc3)C21 (centres undefined)	0.0	9.2
CCOC(=O)CSc1nc(NC#N)nc(N(CC)CC)n1	2.3	8.3
CCOC(=O)c1sc(SCC(=O)Nc2ccc(N(C)C)cc2)nc1N	4.5	8.9
CCCCC(=O)O[C@]1(C(=O)CO)CC[C@H]2[C@@H]3CCC4=CC(=O)CC[C@]4(C)[C@H]3[C@@H](O)C[C@@]21C	3.6	5.1
c1ccc(-c2n[nH]nc2-c2ccccc2)cc1	5.9	6.3
O=C(COC(=O)c1cccnc1)Nc1ccc(F)cc1	1.1	8.0
O=C(CC(c1ccc(F)cc1)c1ccco1)N1CCCC1 (centres undefined)	6.4	10.4
O=C(CSc1nc(-c2ccc(F)cc2)cs1)N1CCN(C(=O)c2ccco2)CC1	0.0	0.0
CN(c1ccccc1C(=O)NCc1ccco1)S(C)(=O)=O	5.4	19.8
c1csc(-c2nn3c(Cn4nnc5ccccc54)nnc3s2)c1	5.3	9.6
COc1cccc(NC(=O)CCN2CCN(C)CC2)c1	0.8	4.2
Cc1cc(OCC(=O)Nn2cnnc2)ccc1Br	5.5	12.8
O=S(=O)(c1ccc2ccccc2c1)N1CCN(S(=O)(=O)N2CCOCC2)CC1	2.8	7.5
COc1ccc(-c2nnc3n2N=C(c2cccc(Br)c2)CS3)cc1OC	6.2	13.2
CCN(CC)CCCN1C(=O)C(=O)/C(=C(/O)c2ccc3c(c2)CC(C)O3)C1c1ccncc1 (centres undefined)	0.0	0.0
CC(C)Cn1c(N)c(C(=O)COC(=O)C2CCCCC2)c(=O)n(C)c1=O	7.8	7.6
CN(Cc1nc(-c2cccnc2)no1)S(=O)(=O)c1ccc2ccccc2c1	1.4	-6.0
COC(=O)c1ccc(CSc2nnc3c(Cl)cc(Cl)cn23)o1	0.0	0.0
O=P(O)(O)CP(=O)(O)O	2.2	16.3
CCOC(=O)N1CCN(S(=O)(=O)c2ccc(C)c(C)c2)CC1	-2.3	7.0
COCCCn1c(-c2ccco2)nc2ccccc2c1=O	6.1	-5.1
COc1ccc(C2C(C(=O)O)CC(=O)N2C2CCCCC2)cc1 (centres undefined)	1.2	6.5
CC(NC(=O)c1cccs1)C(=O)NC1=NCCS1 (centres undefined)	5.2	0.6
O=C(CSCc1nc2ccccc2[nH]1)N1CCN(c2ccc(F)cc2)CC1	5.4	7.4

# 6 structures already listed, sorted by heavy-atom count, low to high.
Structure	TNAP pNPP inh	TNAP Pi inh
CC(NC(=O)c1cccs1)C(=O)NC1=NCCS1 (centres undefined)	5.2	0.6
CCOC(=O)N1CCN(S(=O)(=O)c2ccc(C)c(C)c2)CC1	-2.3	7.0
COc1ccc(C2C(C(=O)O)CC(=O)N2C2CCCCC2)cc1 (centres undefined)	1.2	6.5
COc1ccc(-c2nnc3n2N=C(c2cccc(Br)c2)CS3)cc1OC	6.2	13.2
CN(Cc1nc(-c2cccnc2)no1)S(=O)(=O)c1ccc2ccccc2c1	1.4	-6.0
CCN(CC)CCCN1C(=O)C(=O)/C(=C(/O)c2ccc3c(c2)CC(C)O3)C1c1ccncc1 (centres undefined)	0.0	0.0

# Further compounds
Structure	TNAP pNPP inh	TNAP Pi inh
CC(=O)N1C(=O)N(C(C)=O)C2C1N(C(C)=O)C(=O)N2C(C)=O (centres undefined)	-0.8	4.3
COc1ccc(S(=O)(=O)N2Cc3ccccc3CC2C(=O)N2CCOCC2)cc1OC (centres undefined)	0.5	9.2
Cn1ncc(N=Cc2ccccc2)c1C(N)=O	4.2	7.7
CC(C)N1CC(C(=O)Nc2nc3ccccc3s2)CC1=O (centres undefined)	2.2	8.6
O=C(CSc1nnc(-c2ccc(Br)cc2)o1)Nc1cccc2ccccc12	1.3	7.5
Cn1c(Cl)nc2c1c(=O)n(Cc1cccc(Br)c1)c(=O)n2C	1.0	6.9
O=C(O)C1CC=CCC1C(=O)N1CCN(c2nc(-c3ccccc3)c3ccccc3n2)CC1 (centres undefined)	4.8	12.6
Oc1[nH]c2ccccc2c1C1=NCCCC1	0.0	0.0
COc1ccc(-c2nnn(CC(=O)N(CC(=O)NC3CCCC3)Cc3cccs3)n2)cc1OC	-0.9	4.0
CCCCCCc1cc2cc(C(=O)NC)c(=N)oc2cc1O	-16.7	-20.7
COc1ccc(C)cc1NC(=O)CSc1nnc(COc2ccc(Cl)cc2)n1Cc1ccco1	5.7	6.1
COc1ccc(C(=O)n2ccc(C)n2)cc1Br	-1.5	4.7
N#Cc1nc(-c2ccco2)oc1NCc1cccnc1	2.4	6.9
CCN1C(=O)/C(=C/N(C)C)c2ccccc21	0.2	4.2
CC(C)(C)c1[nH]nc2c1C(c1ccncc1)C(C#N)=C(N)O2 (centres undefined)	3.9	6.6
O=C1CC(c2ccc(S(=O)(=O)NCCOc3ccccc3)cc2)CN1 (centres undefined)	3.6	7.9
O=C1CCCc2c1[nH]c1ccccc21	3.7	2.7
CCOC(=O)C1=C(C)N=C2SCCC(=O)N2C1c1cccs1 (centres undefined)	4.2	-19.8
CCCC1(C(=O)OCC)NC(c2ccc(N(C)C)cc2)C2C(=O)N(c3ccc(OCC)cc3)C(=O)C21 (centres undefined)	1.8	16.7
CCCn1c2c(c(O)c(C(=O)Nc3ncccc3C)c1=O)CCCC2	3.4	9.5
COc1ccc(N(Cc2cc3cc(OC)ccc3[nH]c2=O)C(=O)c2cccnc2)cc1	1.1	6.8
COc1ccc2nc(SCC(=O)N3CCCCCC3)c(C#N)cc2c1	3.1	8.3
C=CCn1c(COc2ccccc2)nnc1SCC(=O)Nc1ccc(S(N)(=O)=O)cc1	0.9	11.8
C/C(O)=C\c1nc(=O)c2c(C)cc(C)nc2n1-c1ccccc1	-0.9	10.5
CN(CCO)CC(O)Cn1cnc2c1c(=O)n(C)c(=O)n2C (centres undefined) (tested in a mixture with another compound)	-6.8	-5.4
CC1(C)CC(=O)c2cc(C(=O)NCc3ccco3)c(=O)n(-c3ccc(Cl)cc3)c2C1	3.9	6.4
Cc1nc2ccccc2c(=O)n1CCCn1ccnc1	13.7	19.9
COc1ccccc1-n1c(SCC(=O)NC2CCCC2)nc2cccnc21	5.2	14.5
CCN(CC)CCN=CC1=C(O)CNC1=O	1.6	6.0
COc1cccc(C2/C(=C(/O)c3ccc(F)cc3)C(=O)C(=O)N2CCN(C)C)c1 (centres undefined)	-0.4	0.4
Cc1c(C(=O)OCc2cc(=O)n3cc(Br)ccc3n2)oc2ccccc12	-6.4	-2.2
Nc1cc(N)nc(SCc2cc(=O)oc3cc4c(cc23)CCC4)n1	4.0	17.3
Cc1nc(NC(=O)C2CC2)sc1C(=O)N1CCCCC1	3.2	18.1
CCCn1c(SCC(=O)N2c3ccccc3Sc3ccccc32)nc2c1c(=O)n(C)c(=O)n2C	5.7	19.9
CC1CC(C(F)(F)F)n2ncnc2N1 (centres undefined)	0.0	0.0
Cc1cc(N2CCOCC2)n2nc(C)c(-c3ccccc3)c2n1	1.5	9.3
Cc1ccc(NCc2nnc(SCC(=O)N3CCCc4ccccc43)o2)c(C)c1	-0.6	6.2
Cc1ccc(-c2csc(N(CCCN3CCOCC3)C(=O)c3ccco3)n2)cc1	7.9	18.9
COC(=O)CSc1nc(NCC(C)C)nc(N2CCOCC2)n1	-1.2	5.1
COC(=O)c1ccc(NC(=O)CN2CCOCC2)cc1	1.5	7.9
O=C(O)CCCC(=O)Nc1ccccc1C(=O)N1CCCC1	3.9	10.7
Cn1nnnc1SCCNCc1ccncc1	10.5	13.9
CCCn1c(Nc2nc3ccccc3n2C)nc2ccccc21	5.6	15.6
COc1ccc(-c2oc3ncnc(NCCN4CCOCC4)c3c2-c2ccc(OC)cc2)cc1	6.6	10.1
Cc1ccc(S(=O)(=O)CC2CSc3nc(N)cc(=O)n32)cc1 (centres undefined)	-2.0	9.0
COc1cccc(OC)c1NC(=O)C1CCCN1C(=O)NCc1ccccc1 (centres undefined)	0.0	0.0
CCn1c(SCC(=O)N2CCOCC2)nc2sc3c(c2c1=O)CCCC3	3.0	7.4
Cc1ccc(N2CCN(CC3CC=CCC3)CC2)cc1 (centres undefined)	-15.1	-32.4
O=C(CN1C(=O)CSC1=O)Nc1ccccc1F	0.0	0.0
CC(C)(C)c1cc(CN2CCN(CCC#N)CC2)cc(C(C)(C)C)c1O	-4.9	2.5
Cn1c(=O)oc2cc(S(=O)(=O)NCCc3ccccc3)ccc21	-11.1	-6.9
O=C(Nc1ccc(NC(=O)C2CC2)nc1)c1cccnc1	5.3	6.8
CCOc1ccccc1N(CC(=O)NC1CCCCC1)C(=O)CCCC(=O)Nc1ccccn1	4.3	9.5
Cc1nc(C)c(C(=O)Nc2ccccc2)s1	7.0	6.9
COC(=O)c1ccc(-n2nnnc2SCc2ccccc2OC)cc1	-1.1	-14.4
Cc1nnc2n(-c3ccccc3)c(=O)c3c4c(sc3n12)COC(C(C)C)C4 (centres undefined)	-0.1	5.6
Cc1ccc2[nH]c(=O)c(-c3nc4c(C)cccn4c3NCc3ccco3)cc2c1	-13.0	0.9
CC1CCc2cc(F)cc3c(O)c(C(=O)Nc4cnccn4)c(=O)n1c23 (centres undefined)	-0.9	-2.2
CC(C)N(Cc1cc2ccccc2[nH]c1=O)C(=O)c1cccnc1	1.4	7.3
O=C1c2oc3ccc(Cl)cc3c(=O)c2C(c2cccc(Br)c2)N1CCO (centres undefined)	2.6	-37.0

# (list continues)
Structure	TNAP pNPP inh	TNAP Pi inh
NS(=O)(=O)c1ccc(NC(=O)COC(=O)CSc2n[nH]c(-c3ccccc3)n2)cc1	9.0	11.5
Cc1occc1-c1nnc(SCC(=O)Nc2ccccc2-c2ccccc2)n1C	6.1	13.8
O=C(CSc1nnc(-c2ccccc2)n1Cc1ccccc1)NC1CC1	4.0	11.2
CCn1c(SCc2cccnc2)nc2c1c(=O)n(C)c(=O)n2C	1.6	7.4
CN1C(=O)c2c(sc3c2CC(C)(C)SC3)N2CCN=C12	1.9	5.8
N#Cc1c(-c2ccco2)cc(C2CC2)nc1N	-0.8	-5.0
O=C(O)CN(c1ccc(F)cc1)S(=O)(=O)c1ccc2c(c1)OCCO2	6.5	-16.2
CCCCN(C(=O)NC(=O)Nc1c(C)cc(C)cc1C)S(C)(=O)=O	0.0	0.0
CC(C)C(=O)Nc1cccc(NC(=O)c2cc3ccccc3o2)c1	0.0	0.0
CCc1ccccc1NC(=O)CC1S/C(=N\c2nccs2)N(CC)C1=O (centres undefined)	2.9	10.2
COC(=O)c1ccc(-c2nc(O)c3cnccn23)cc1	1.1	20.0
COc1ccc(-n2c(SC3CCOC3=O)nc3ccccc3c2=O)cc1OC (centres undefined)	3.3	3.8
O=C(CCN1C(=O)C2(OCCO2)c2ccccc21)c1ccccc1	4.6	6.0
N#CCCN(CCC#N)C(=O)c1ccc2c(c1)OCO2	6.8	13.0
COc1cccc(-c2nnc(N(C)C(=O)c3ccno3)s2)c1	2.3	11.2
CS(=O)(=O)N(CC(O)Cn1c2ccccc2c2ccccc21)c1ccccc1 (centres undefined)	0.7	14.5
CC1=CC(C)(C)N2C(=O)C3(C(C#N)=C(N)OC4=C3C(=O)CCC4)c3c(C)c(C)cc1c32 (centres undefined)	1.1	-22.4

# This is a subset; rates above refer to the full screens.
